Screening results deposited in PubChem by several laboratories.
Hsp90 inh: tumor Hsp90 inhibitors, primary screen, cell lysate, fluorescence polarization, NCI-N417 lysate; inhibition, % at 30 µM; 0.35% of 64,000 active; Heat shock protein HSP 90-alpha (Homo sapiens), P07900; Cy3B-geldanamycin FP displacement; AID 429, 2006;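 active = inhibition above 50%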;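 also: 0% = tracer plus lysate wells and 100% = tracer alone without lysate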
E coli RNAP: E. coli RNAP inhibitors, biochemical | DNA-directed RNA polymerase subunit beta (Escherichia coli (strain K12)), P0A8V2 | AID 559, 2006 | E. coli RNA polymerase, fluorescence transcription assay | inhibition, %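 (tested at 10 µM)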 | 0.2% of 62,000 active; in the data active = inhibition above about 20%;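 also: 0% = enzyme without compound and 100% = no enzyme blank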
NADH enzymes: inhibitors of PK/LDH coupling enzymes, profiling panel, artefact control, biochemical, MLSMR library; 0.02% of 65,000 active; IC50, µM (series often up to 10 µM), without a hit: top-dose inhibition; coupled PK/LDH NADH assays, four targets; AID 774, 2007;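 active = single-dose screening hits from any of four coupled enzyme assays that gave an IC50 when retested across doses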;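 also: the DPM-DC format reads NADH fluorescence rather than 340 nm absorbance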
HER2 expr 66K: inhibitors of Her2 protein expression, primary screen, SKBR-3 cells, AlphaScreen, 66K library. Receptor tyrosine-protein kinase erbB-2 (Homo sapiens), P04626. SKBR-3 HER2 protein level, 18-24 h; stronger effect = lower value. HER2 level % of control, % at 10 µM. 0.69% of 65,000 active;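 active = HER2 level under 5% of the carrier-only control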;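 also: 100% = DMSO carrier and 0% = 500 nM PU-H71 HSP90 inhibitor; lower value means stronger loss of Her2 protein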
Target sequence (P04626 whole entry, looked up): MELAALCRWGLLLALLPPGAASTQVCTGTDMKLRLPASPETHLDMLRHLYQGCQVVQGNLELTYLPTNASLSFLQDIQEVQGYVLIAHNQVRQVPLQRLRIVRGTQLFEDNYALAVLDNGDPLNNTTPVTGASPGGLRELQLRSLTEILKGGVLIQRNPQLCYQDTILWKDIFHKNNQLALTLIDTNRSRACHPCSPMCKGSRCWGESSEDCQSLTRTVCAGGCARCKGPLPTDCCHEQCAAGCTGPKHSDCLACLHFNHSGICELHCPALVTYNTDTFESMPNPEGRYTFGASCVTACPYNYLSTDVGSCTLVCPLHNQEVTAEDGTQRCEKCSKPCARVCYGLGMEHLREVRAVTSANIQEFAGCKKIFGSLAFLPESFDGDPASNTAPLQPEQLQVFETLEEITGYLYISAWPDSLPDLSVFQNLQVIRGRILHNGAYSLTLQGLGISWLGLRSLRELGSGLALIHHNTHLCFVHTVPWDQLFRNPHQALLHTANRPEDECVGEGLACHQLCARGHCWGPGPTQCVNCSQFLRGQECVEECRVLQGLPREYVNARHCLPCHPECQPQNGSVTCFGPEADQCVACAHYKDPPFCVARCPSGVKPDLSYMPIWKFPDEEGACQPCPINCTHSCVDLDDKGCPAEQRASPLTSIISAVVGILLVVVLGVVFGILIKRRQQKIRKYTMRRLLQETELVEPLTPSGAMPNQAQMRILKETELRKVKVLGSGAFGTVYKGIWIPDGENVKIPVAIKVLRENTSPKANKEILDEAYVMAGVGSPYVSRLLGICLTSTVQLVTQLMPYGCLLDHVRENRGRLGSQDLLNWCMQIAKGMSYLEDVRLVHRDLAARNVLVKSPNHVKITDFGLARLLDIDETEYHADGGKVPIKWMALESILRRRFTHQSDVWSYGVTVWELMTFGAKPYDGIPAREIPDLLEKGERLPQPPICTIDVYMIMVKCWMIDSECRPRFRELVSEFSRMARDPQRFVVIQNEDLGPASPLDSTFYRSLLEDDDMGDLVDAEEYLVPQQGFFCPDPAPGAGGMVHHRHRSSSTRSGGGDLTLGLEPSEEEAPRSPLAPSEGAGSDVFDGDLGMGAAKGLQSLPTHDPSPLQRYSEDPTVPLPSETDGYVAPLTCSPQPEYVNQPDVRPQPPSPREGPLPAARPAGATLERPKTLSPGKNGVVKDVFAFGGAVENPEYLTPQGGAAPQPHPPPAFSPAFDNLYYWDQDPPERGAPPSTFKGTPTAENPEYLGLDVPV
D1 allo mod: D1 CRE-luciferase signal change, two-sided – cell-based, HEK293 D1, dopamine EC30, D1 allosteric modulator project, primary screen | B-score at 10 µM | D(1A) dopamine receptor (Homo sapiens), P21728 | 5.9% of 58,000 active | dopamine EC30 potentiation; actives deviate in either direction;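 active = luminescence count or its row- and column-corrected plate score outside the 99.7% band of the plate's sample wells, on either side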
HTR1A agonist: human 5-HT1a receptor agonists, primary screen, cell-based, CHO, Ga15 NFAT-bla reporter. activation, % at 10 µM. 0.56% of 65,000 active. 5-hydroxytryptamine receptor 1A (Homo sapiens), P08908. CHO 5-HT1a Ga15 NFAT-bla reporter, FRET ratio; 0% basal, 100% maximal reference agonist. AID 567, 2006;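 active = activation above the screen-wide mean activation plus 3 SD, cut at about 19% in these data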;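 also: 0% = DMSO wells and 100% = 5-CT at EC100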
M1 antag: antagonists of rat M1 muscarinic receptor. 3.4% of 64,000 active. CHO-M1 cells, Fluo-4 calcium, ACh EC80 antagonist mode; stronger effect = lower value. Muscarinic acetylcholine receptor M1 (Rattus norvegicus), P08482. B-score at 10 µM;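 active = calcium fluorescence response, raw or row-and-column corrected B-score, differing from the plate sample mean either way at a set confidence level, mostly lower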
Autofluor 339: intrinsic fluorescence of library compounds, ex339/em460 – biochemical, MLSMR library, data from DPM-DC assay, artefact control, profiling panel; compound autofluorescence, ex339/em460 nm, NADH buffer; stronger effect = higher value; 1 = no-compound wells, NADH background; 5.5% of 65,000 active; fluorescence fold increase at 10 µM; AID 709, 2007;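 active = at 10 µM, mean starting fluorescence two-fold or more over control wells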;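 also: signal is the first read of a kinetic run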
M1 agonist: M1 muscarinic receptor agonists, primary screen, CHO-M1 cells, Fluo-4 calcium, agonist mode | Fluo-4 calcium fluorescence; stronger effect = higher value | 3% of 64,000 active | B-score at 10 µM | Muscarinic acetylcholine receptor M1;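 active = fluorescence rise, raw or as B-score row- and column-corrected plate score, outside the 99.7% band of its plate's samples, either direction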
An asterisk follows results filed as active; . = not tested or not shown; [ ] = another dose, or the depositor's remark. A portion of the library. The share of hits here may be higher or lower than overall.

SMILES	Hsp90 inh	E coli RNAP	NADH enzymes	HER2 expr 66K	D1 allo mod	HTR1A agonist	M1 antag	Autofluor 339	M1 agonist
COc1cc(CC2C(=O)N(C)C(=O)N(C)C2=O)ccc1OCc1ccccc1	2	6	3%	134	-0.37	-0.3	-0.67	1.1	-0.029
O=C(c1cc(-c2cccnc2)nc2ccccc12)N1CCC2(CC1)OCCO2	1	4	3%	99	0.35	-2.7	-0.14	1.1	0.68
O=C(c1ccc2c(c1)ncn2C1CCCCC1)N1CCC2(CC1)OCCO2	-1	2	8%	72	0.4	-2.6	0.26	1.1	0.068
Oc1c(Cl)cc(Cl)cc1CN1CCN(Cc2ccccc2)CC1	3	.	1%	121	-1.4	-6.2	-0.047	1.1	0.0062
O=C1CC(=O)N(c2ccc(Cl)cc2Cl)C(=O)N1	-2	4	5%	96	.	1.5	1.3	1.1	-0.18
O=c1[nH]c(=O)n(Cc2ccco2)c(O)c1C=NCCCn1ccnc1	-4	4	0%	98	-0.38	-4.5	-2.8*	1	-0.38
O=c1c2ccccc2nc(-c2ccccc2)n1-n1cccc1	-5	10	1%	94	2.2	0.3	-2*	1.1	0.97
CCc1cc2c(s1)NC(=O)CN=C2c1cccs1	-8	1	6%	52	1.1	-0.3	1.3	1.1	0.45
OC1(c2ccc(F)cc2)CCNC1 (configuration not stated)	-2	7	1%	108	.	-2.0	0.088	1	-1.4
O=C(c1cc2cc3ccc(Cl)cc3nc2o1)N1CCC2(CC1)OCCO2	-3	10	5%	97	2.5	-0.2	0.14	1.3	-1.3
O=S(=O)(c1ccccc1)N1CN2CCN(C2)C1	-1	-5	7%	128	1.2	0.5	0.37	1.1	-0.49
Cc1cccn2c(NCC3CCCO3)c(C(C)C)nc12 (configuration not stated)	0	-10	1%[fluoresces]	77	.	-0.8	-0.026	3.6*	-0.31
O=C(c1cc(-c2ccncc2)nc2ccccc12)N1CCC2(CC1)OCCO2	-3	1	6%	99	0.99	-2.0	-0.73	1.1	0.11
O=c1[nH]c(=O)n(Cc2ccccc2)c(O)c1C=NCCN1CCNCC1	0	4	2%	156	0.63	-0.8	-0.23	1.1	-0.57
CCCCCCn1c(O)c(C=NC2CCN(Cc3ccccc3)CC2)c(=O)[nH]c1=O	3	7	2%	94	-3*	4.5	-1.3	1.1	-0.62
COc1ccc(S(=O)(=O)Cc2ccc(C(=O)N3CCC4(CC3)OCCO4)o2)cc1	-5	5	8%	96	-0.46	-0.2	-0.5	1.1	0.79
O=c1[nH]c(=O)n(Cc2ccccc2)c(O)c1C=Nc1ccc(CN2CCOCC2)cc1	-2	6	5%	78	-1.1	1.1	-0.42	1.2	-0.51
Cn1c(O)c(C=Nc2ccc(Cl)cc2)c(=O)n(C)c1=O	0	3	5%	128	-0.28	-0.4	0.038	1	-0.31
Oc1ccc(CC2CC3CCN2CC3)cc1O (configuration not stated)	39	1	5%	118	-0.38	-6.5	0.18	1.1	-0.45
COCCOC(=O)c1c(C)oc2ccc(OC(=O)N(C)C)cc12	4	5	4%	87	0.15	-0.6	0.021	1.1	0.84
O=c1[nH]c(=O)n(Cc2ccc(F)cc2)c(O)c1C=NCCN1CCCCC1	-4	12	7%	51	-0.59	2.6	0.29	1.1	0.3
O=P(/C(=N/O)N1CCCCC1)(N1CCOCC1)N1CCOCC1	0	8	4%	85	-0.16	-4.4	-0.22	1.1	-0.31
Cc1c2cnn(CC(=O)N3CCC4(CC3)OCCO4)c(=O)c2c(C)n1Cc1ccccc1F	-4	3	9%	97	0.23	2.8	0.65	1.1	-0.76
Cc1ccc2nc3c(cc2c1)CC1(C(=O)N(C)C(=O)N(C)C1=O)C1COCCN31 (configuration not stated)	-4	.	2%	126	-0.42	0.1	0.19	1.4	0.53
c1ccc(CCN2CCC(N3CCN(c4ccccc4)CC3)CC2)cc1	-2	.	2%	91	-0.058	-3.7	-0.71	1.1	7.4

The listing continues:
SMILES	Hsp90 inh	E coli RNAP	NADH enzymes	HER2 expr 66K	D1 allo mod	HTR1A agonist	M1 antag	Autofluor 339	M1 agonist
CC1=C(C(=O)Nc2ccccc2)SCCO1	18	8	4%	139	0.79	-5.9	.	1.1	.
Cc1nc2ccccc2c(=O)n1-c1cccnc1	-5	5	9%	111	-0.16	-2.3	0.18	1.1	-0.74
O=C(C1CCCN(c2nnc(-n3cccc3)s2)C1)N1CCC2(CC1)OCCO2 (configuration not stated)	-2	4	4%	119	0.16	-2.7	-0.055	1	-0.0071
COc1ccc(CC2C(=O)N(C)C(=O)N(C)C2=O)c(OC)c1	-8	7	0%	87	0.52	22*	-3.6*	1.1	6.5*
Cc1cc(NC(=O)COC(=O)c2c(C)nn(Cc3ccccc3)c2Cl)no1	-2	11	2%	107	0.057	-3.0	-0.5	1	-0.73
O=c1cccc2n1CC1CC2CN(C(c2cccc(F)c2)c2sc3ncnn3c2O)C1 (configuration not stated)	-3	9	6%	104	-0.022	-1.3	0.21	0.9	0.66
COc1ccc(-n2c(O)c(C(C)=NCc3ccco3)c(=O)[nH]c2=O)cc1	-4	11	3%	95	0.0012	-1.2	0.25	1.1	0.34
COc1cccc(C2=NOC(C(=O)N3CCC4(CC3)OCCO4)C2)c1 (configuration not stated)	-2	3	3%	118	-0.28	-1.8	-0.041	1.2	0.36
CC1=NOC2(C)Nc3ncnn3C(c3ccccc3)C12 (configuration not stated)	-1	7	1%	117	0.57	1.0	0.38	1	0.83
CC(=O)N1CC(=O)Nc2ccc(Cl)cc2C1c1ccc(F)cc1 (configuration not stated)	-1	-3	5%	112	-0.13	1.1	-0.22	1	0.62
COC(=O)c1c(C)[nH]c(C(=O)C(Cc2ccccc2)N(C)C)c1C (configuration not stated)	-6	17	6%	141	9.7*	-3.6	-0.13	0.99	-0.92
CC(C(=O)N1CCC2(CC1)OCCO2)C1Sc2ccccc2NC1=O (configuration not stated)	0	3	6%	106	0.019	-2.8	0.7	1.1	1
Cc1cc(OCC(=O)Nc2c(C)n(C)n(-c3ccccc3)c2=O)c2c3c(c(=O)oc2c1)CCC3	-6	6	7%	92	-0.067	-0.1	-0.2	2.1*	0.092
CCC(=NCC1CCCO1)c1c(O)n(-c2ccc(Cl)cc2)c(=O)[nH]c1=O (configuration not stated)	-5	-1	9%	81	0.19	-0.2	0.0062	1.4	-0.21
CC(=NCc1ccc2c(c1)OCO2)c1c(O)n(C)c(=O)n(C)c1=O	-1	2	5%	105	-0.091	-1.0	0.059	1.1	-1.1
CCCC(C)C1(CC)C(=O)NC(=Nc2ccc(F)cc2)NC1=O (configuration not stated)	-4	-1	4%	102	-0.74	-5.4	-0.071	1.1	-3.1
Cc1ccc2c(c1)CC1(CN2C)C(=O)NC(=O)N(CCC2=CCCCC2)C1=O (configuration not stated)	-2	4	1%	82	-0.073	-0.8	-0.64	1.1	-0.74
O=C(Cc1ccccc1)OC(COCc1ccccc1)CN1CCOCC1 (configuration not stated)	2	7	2%	148	-0.67	-1.8	-0.65	1	0.65
OC(c1ccc(F)cc1)C(c1ccccc1)N1CCOCC1 (configuration not stated)	2	10	2%	149	0.24	-1.7	0.69	1.1	-0.22
O=C(CN1CC(c2ccccc2)CC1=O)Nc1ccc(F)cc1 (configuration not stated)	0	-6	7%	99	.	-0.2	-0.2	1	-0.51
COC(=O)C(O)(c1ccc2c(c1)CCCN2)C(F)(F)F (configuration not stated)	-3	5	3%	109	0.11	-2.8	-0.9	1.1	0.34
Cc1ccc(N(C)C(=O)Oc2cccc3cccnc23)cc1	-4	13	4%	92	.	-2.4	0.0086	1.2	0.93
c1ccc2sc(C3CCCNC3)nc2c1 (configuration not stated)	.	8	8%	.	-0.025	1.9	-1.5	1.1	-0.51
N#Cc1ccccc1Cn1cc(C(=O)c2ccco2)c2ccccc21	-1	6	3%	74	1.1	-2.1	-0.12	1	-0.0063

Given bar-delimited: entries from further up.
Compound | Hsp90 inh | E coli RNAP | NADH enzymes | HER2 expr 66K | D1 allo mod | HTR1A agonist | M1 antag | Autofluor 339 | M1 agonist
CC(=O)N1CC(=O)Nc2ccc(Cl)cc2C1c1ccc(F)cc1 (configuration not stated) | -1 | -3 | 5% | 112 | -0.13 | 1.1 | -0.22 | 1 | 0.62
CCC(=NCC1CCCO1)c1c(O)n(-c2ccc(Cl)cc2)c(=O)[nH]c1=O (configuration not stated) | -5 | -1 | 9% | 81 | 0.19 | -0.2 | 0.0062 | 1.4 | -0.21
N#Cc1ccccc1Cn1cc(C(=O)c2ccco2)c2ccccc21 | -1 | 6 | 3% | 74 | 1.1 | -2.1 | -0.12 | 1 | -0.0063
O=c1[nH]c(=O)n(Cc2ccccc2)c(O)c1C=NCCN1CCNCC1 | 0 | 4 | 2% | 156 | 0.63 | -0.8 | -0.23 | 1.1 | -0.57
O=C(c1ccc2c(c1)ncn2C1CCCCC1)N1CCC2(CC1)OCCO2 | -1 | 2 | 8% | 72 | 0.4 | -2.6 | 0.26 | 1.1 | 0.068
COc1cc(CC2C(=O)N(C)C(=O)N(C)C2=O)ccc1OCc1ccccc1 | 2 | 6 | 3% | 134 | -0.37 | -0.3 | -0.67 | 1.1 | -0.029
c1ccc2sc(C3CCCNC3)nc2c1 (configuration not stated) | . | 8 | 8% | . | -0.025 | 1.9 | -1.5 | 1.1 | -0.51
